# IMPase inh – qHTS Assay for Identifying the Cell-Membrane Permeable IMPase Inhibitors. 120,000 tested, under 10 active. AID 901, 2007. inhibition (IP1 accumulation), % at 46.1 µM. CHO-M1 cells, IP1 accumulation, HTRF TR-FRET ratio; active means well fitted curve in the direction sought with a large enough effect in the signal ratio, not every such curve was filed as active; inconclusive means small, poorly fitted or top-dose-only effect, or a change in a side signal; inactive means no such curve, though single readings can be large or run the other way; the % refers to the signal ratio;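 further: cells stimulated with carbachol in lithium chloride buffer; plate controls were DMSO basal wells for no effect and reference inhibitor wells for full effect; higher means more IMPase inhibition seen as more IP1 and lower FRET ratio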
# Target sequence (P97697 whole entry, looked up): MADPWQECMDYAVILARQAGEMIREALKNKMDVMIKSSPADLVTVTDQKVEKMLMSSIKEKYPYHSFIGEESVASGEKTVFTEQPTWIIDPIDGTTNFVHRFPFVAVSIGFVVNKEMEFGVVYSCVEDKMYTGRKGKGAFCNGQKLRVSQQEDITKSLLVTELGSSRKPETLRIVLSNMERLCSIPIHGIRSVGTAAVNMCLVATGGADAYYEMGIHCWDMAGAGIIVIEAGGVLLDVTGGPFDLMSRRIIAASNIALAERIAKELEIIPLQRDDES
#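 CHO-M1 cells (CHO stably expressing M1 receptor), compound up to 46 uM final, stimulated with carbachol (50 uM as added) in buffer with 50mM LiCl, pH 7.4, 30 min at 37C. Cytosolic IP1 read by TR-FRET; AC50 from Hill fits.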
# 12-hLO inh – qHTS Assay for Inhibitors of 12-hLO (12-human lipoxygenase); purified 12-hLO, xylenol orange hydroperoxide absorbance; AID 1452, 2008; Polyunsaturated fatty acid lipoxygenase ALOX12 (Homo sapiens), P18054; Potency, µM (titrated, usually from 57.1 µM), for inactives: top-dose activity change, negative = inhibition, most hits filed as inhibitors; hit rate 0.12% among 150,000; further: potency means the concentration at half of the fitted maximal effect; nearly all actives have a fitted effect of over 55% in size; many of its hits are not listed in these tables
#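 Lipoxygenase turnover measured by absorbance at 573 and 405 nm after Fe-XO development. Human 12hLO 150 nM, arachidonate 40 uM, pH 7.0 Hepes buffer with detergent; 15 min compound preincubation, 30 min reaction.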
# PNC inhibitor – High Content Assay for Compounds that inhibit the Assembly of the Perinucleolar Compartment; AID 2417, 2010; PC3M PTB-GFP, PNC prevalence imaging, 16 h; active compounds read low; hit rate 3.1% among 140,000; activity change (PNC), negative = inhibition, % at 10 µM;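 active means readout at or below -70, meaning at least 70% loss of cells showing the perinucleolar compartment, a nuclear body marking cancer cells; inconclusive means readout between -30 and a set limit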;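 further: plate controls were DMSO wells for no effect and camptothecin positive control wells for full effect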
#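 PC3M cells stably expressing PTB-GFP, 750–1000 cells/well, treated 16 h at 37 °C with compound (23 nl of library stock), in duplicate. After paraformaldehyde fixation and Hoechst stain, imaged at 20x; PNC prevalence scored by image analysis.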
# 15-hLO-2 inh – qHTS Assay for Inhibitors of 15-hLO-2 (15-human lipoxygenase 2). Potency, µM (titrated, usually from 57.1 µM), inactives show at the top dose activity change, negative = inhibition, hits mostly inhibitors. Polyunsaturated fatty acid lipoxygenase ALOX15B (Homo sapiens), O15296. AID 881, 2007. purified 15hLO-2, xylenol orange hydroperoxide absorbance. hit rate 0.56% among 110,000; further: potency means the concentration at half of the fitted maximal effect; nearly all actives have a fitted effect of over 60% in size; many of its hits are not listed in these tables
# Target sequence (O15296 whole entry, looked up): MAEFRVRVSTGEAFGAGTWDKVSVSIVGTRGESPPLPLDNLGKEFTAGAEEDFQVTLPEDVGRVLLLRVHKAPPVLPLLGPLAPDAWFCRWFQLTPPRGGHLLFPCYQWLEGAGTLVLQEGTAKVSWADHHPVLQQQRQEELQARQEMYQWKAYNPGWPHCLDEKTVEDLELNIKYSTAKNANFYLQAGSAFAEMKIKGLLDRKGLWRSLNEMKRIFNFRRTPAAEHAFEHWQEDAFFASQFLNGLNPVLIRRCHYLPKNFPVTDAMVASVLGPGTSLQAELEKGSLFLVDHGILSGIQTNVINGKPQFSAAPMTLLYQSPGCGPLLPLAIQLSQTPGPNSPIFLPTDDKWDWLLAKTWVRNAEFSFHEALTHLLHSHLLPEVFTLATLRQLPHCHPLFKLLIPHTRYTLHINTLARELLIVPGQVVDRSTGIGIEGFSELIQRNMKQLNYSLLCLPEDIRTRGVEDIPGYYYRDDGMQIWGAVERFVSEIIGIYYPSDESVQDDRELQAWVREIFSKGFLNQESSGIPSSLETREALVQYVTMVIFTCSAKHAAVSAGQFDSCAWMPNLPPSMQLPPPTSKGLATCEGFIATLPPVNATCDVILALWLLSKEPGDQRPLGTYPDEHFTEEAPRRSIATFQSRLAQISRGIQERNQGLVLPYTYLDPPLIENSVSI
#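 Read-out: hydroperoxide product oxidises ferrous iron, measured as xylenol orange complex via the 573-to-405 nm absorbance ratio after 30 min. Reaction: 50 nM enzyme, 15 min compound preincubation, 45 uM arachidonic acid, 90 min RT, Hepes pH 7.5 with Triton X-100.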
# The depositor's hits bear a star; ? = inconclusive; · = no result given; [ ] = another dose, or the depositor's remark. Unless noted, the call rests on the fitted dose curve; in most records, active means well fitted curve in the direction sought with a large enough effect; inconclusive means small, poorly fitted or top-dose-only effect, or another doubt; inactive means no such curve, though single readings can be large; an effect the other way counts as inactive or inconclusive. Unless noted, on the % scale 0 is the no-effect control and ±100 the full control effect. The list is partial, so the mix of outcomes need not match the whole.
canonical_smiles,IMPase inh,12-hLO inh,PNC inhibitor,15-hLO-2 inh
O=c1[nH]c2ccc(Br)cc2c(-c2ccccc2)c1CN1CCOCC1,-10,-22%,-90*,1%
COc1c2occc2cc2ccc(=O)oc12,8,-5%,54,6%
O=C1CC(c2cccc(Cl)c2)CC(O)=C1C=Nc1ccccc1 (stereo not given),·,1%,94,·
Cc1ccc(C(=C2C3C=CC2C2C(=O)NC(=O)C32)c2ccc(C)cc2)cc1 (stereo not given),2,2%,21,-12%
Cc1ccc(CCCC(=O)O)cc1C,·,-5%[11.4 µM],·,-2%[11.4 µM]
O=C(c1cnccn1)N(c1ccccc1)C1(C(=O)NC2CCCCC2)CCCCC1,?,-4%,-15,-7%
CN(C)c1ccc(NC(=S)c2ccccn2)cc1,·,-3%,38,·
COCCCn1c(SCc2nnc(-c3ccc(OC)c(OC)c3)o2)nc2ccccc2c1=O,-2,3%,-100*,·
O=c1[nH][nH]c(-c2ccccc2O)c1C(C[N+](=O)[O-])c1cccc(Cl)c1 (stereo not given),·,-23%,13,·
O=C(Nc1ccccc1C(F)(F)F)c1cc(S(=O)(=O)N2CCC3(CC2)OCCO3)ccc1F,8,-3%,?,3%
CCCCc1cc(=O)oc2cc(C)cc(O)c12,5,-3%,62,?
CCN(C(=O)CN1C=NS(=O)(=O)c2ccccc21)c1ccccc1,·,0%,?,·
O=C(c1ccc(COc2ccccc2Cl)o1)N1CCN(Cc2ccc3c(c2)OCO3)CC1,8,-12%,-13,43%[activator]
COc1ccc(O)c(/C=N/NC(=S)Nc2cccc(S(=O)(=O)N(C)C)c2)c1,·,-28%,60,·
Clc1ccc(CSc2nccn2Cc2ccccc2)cc1,12,?,-21,?
Cc1cccc(S(=O)(=O)c2c(N)n(-c3ccccc3)c3nc4ccccc4nc23)c1,·,1%,?,·
CC(=O)c1cccc(-n2nnnc2SCC(=O)Nc2cccc(NC(=O)c3ccco3)c2)c1,-10,-5%,22,-1%
COc1ccc(NCc2nnc(SCC#N)n2-c2ccccc2OC)cc1,2,-9%,23,-13%
O=C(Nc1ccc2c(c1)OCO2)C(c1ccccc1)N1CCN(C(=O)c2ccco2)CC1 (stereo not given),0,-5%,14,12%[2.29 µM]
Cc1ccccc1N(C(=O)Cn1nnc(-c2cccs2)n1)C(C(=O)NCCC(C)C)c1ccco1 (stereo not given),13,-11%,38,-1%
Cc1ccc(-c2nc(SCC(=O)NCC3CCCO3)c(-c3ccccc3)[nH]2)cc1 (stereo not given),·,4%,34,·
C[C@@H]1NC(=O)c2cc([N+](=O)[O-])cc(F)c2NCCC[C@@H](C(N)=O)NC(=O)[C@H](CC(N)=O)NC1=O,·,0%,43,·
COc1ccccc1C1C(C(=O)c2sc(C)nc2C)=C(O)C(=O)N1CCN1CCOCC1 (stereo not given),-4,4%,21,-9%
O=C(CSc1nc2ccccc2[nH]1)NC1CCS(=O)(=O)C1 (stereo not given),-15,2%,25,2%
COC(=O)c1ccc(NC(=O)CSc2nnc(COc3c(C)cccc3C)o2)cc1,-4,1%,-8,-1%
CCCCOc1ccc(Cl)cc1CSc1n[nH]c(C)n1,5,-1%,-1,·
Cc1ccc(/C=C(\NC(=O)c2ccccc2)C(=O)NC(Cc2ccccc2)C(=O)O)cc1 (stereo not given),·,-3%,-17,·
CCC(C)NC(=O)Cn1c(=O)n(CCCCCC(=O)Nc2ccccc2)c(=O)c2sccc21 (stereo not given),·,2%,-21,·
COc1ccc(NC(=O)CN2CCN(S(=O)(=O)c3ccc(C(C)C)cc3)CC2)cc1OC,-7,-1%,26,0%
CCC(C)(C)C1CCC(=NNS(=O)(=O)c2ccc(C)c([N+](=O)[O-])c2)CC1 (stereo not given),-3,-2%,?,·

# The list continues.
canonical_smiles,IMPase inh,12-hLO inh,PNC inhibitor,15-hLO-2 inh
CC(C)(CO)NC(=O)C(c1ccccc1)c1ccccc1,5,-1%,9,1%
c1ccc(Cn2ncc3c(N4CCCCC4)ncnc32)cc1,-5,-5%,-27,-6%
O=C(/C=C/c1ccc(Cl)cc1Cl)NC(=S)Nc1ccccn1,-16,-10%,-1,?
CCCn1nc2cc(C(=O)NC3CCCc4ccccc43)ccc2c1OCC (stereo not given),-2,5%,15,-5%
CCCn1c(C)nc2c(NCCN3CCCC3)nc(C)nc21,·,1%,·,23%
CN(C)c1cccc(C(=O)Nc2cc(C(F)(F)F)ccc2-n2cnc3ccccc32)c1,14,5%,-30,·
Cc1nc(SCC(=O)NCCc2ccc(Cl)cc2)nc(C)c1C,-1,-3%,52,9%
Cc1nn(-c2ccccc2)c2sc(-c3n[nH]c(=S)o3)cc12,-27,3%,19,-16%
Cc1nn(CC(=O)OCC(=O)Nc2ccccc2[N+](=O)[O-])c(C)c1[N+](=O)[O-],·,-2%,28,·
COc1ccc(C2N(c3ccc(OC)cc3)C(=O)C3CCCN32)cc1 (stereo not given),3,0%,-28,2%
CC(c1ccccc1)N(NC(=O)C(O)(c1ccccc1)c1ccccc1)C(=O)c1ccccc1 (stereo not given),·,-5%,-9,·
O=C(CCl)NCc1c(Cl)cccc1-n1cccc1,1,4%,?,4%
COc1ccc(OC)c(C2=Nn3c(nnc3C3CCCCC3)SC2)c1,5,-10%,-21,-11%
CCOC(=O)N1CCN(S(=O)(=O)c2cccc3ccc(C)nc23)CC1,7,0%,28,-1%
COc1cccc(-c2cc(C(=O)Nc3cc(OC)c(OC)c(OC)c3)no2)c1,4,-5%,-6,3%
COc1ccccc1-n1cnc2c(c1=O)c1nc3ccccc3nc1n2CCc1ccccc1,·,2%,14,·
Cc1cc(S(=O)(=O)n2cnc3cc([N+](=O)[O-])ccc32)ccc1Cl,·,0%,-24,·
Cc1cc(NC(=O)CCC(=O)N(CC(=O)NCC2CCCO2)c2ccc3c(c2)OCCO3)no1 (stereo not given),·,-2%,-6,·
COc1cc2c(cc1NC(=O)C(C)Sc1ccc(NC(C)=O)cc1)oc1ccccc12 (stereo not given),13,-2%,0,·
COC(=O)c1ccc(OCCn2cnc3ccccc3c2=O)cc1,-2,1%,?,-7%
O=c1cccc2n1Cc1cc3ccccc3nc1-2,·,-8%,41,·
Clc1ccc(C(c2ccccc2)N2CCNCC2)cc1 (stereo not given),6,-4%,7,36%[activator]
O=C1CN(c2nc(-c3ccccc3)c3cc(Br)ccc3n2)c2ccccc2N1,-3,-3%,21,-9%
COc1ccc(NCC(=O)N/N=C/c2c(C)nn(Cc3ccccc3)c2Cl)cc1,·,-4%,-5,·
CCOc1cc(CNC2CCCC2)cc(Cl)c1OCc1ccccc1,-20,3%,?,61%[activator]
COC(=O)c1ccc(CSc2nc3c(c(=O)n2-c2ccccc2)SCC3)o1,12,-8%,26,·
COc1ccc(NC(=O)CN2C(=O)C(c3ccccc3)=NC23CCCCCC3)cc1,-1,-3%,-10,·
O=C1CC(N2C(=O)/C(=C/C=C/c3ccccc3)SC2=S)C(=O)N1c1ccccc1 (stereo not given),·,-5%,18,·
N#CC1=C(N)Oc2cc(N)ccc2C1c1cccnc1 (stereo not given),·,-2%,-9,·
COC(=O)c1c(NC(=O)c2cnccn2)sc2c1CCC2,4,-9%,?,-15%

# Record cards, as listed above.
# Profile of O=C(CCl)NCc1c(Cl)cccc1-n1cccc1 = IMPase inh: 1; 12-hLO inh: 4%; PNC inhibitor: ?; 15-hLO-2 inh: 4%
# Profile of O=C(/C=C/c1ccc(Cl)cc1Cl)NC(=S)Nc1ccccn1 = IMPase inh: -16; 12-hLO inh: -10%; PNC inhibitor: -1; 15-hLO-2 inh: ?

# Next results.
canonical_smiles,IMPase inh,12-hLO inh,PNC inhibitor,15-hLO-2 inh
CCCCCOc1ccc(C2C(C(C)=O)=C(C)Nc3ncnn32)cc1OC (stereo not given),-5,1%,2,5%
COC(=O)[C@@H]1C[C@H]2CC[C@H](O)C[C@H]2N1Cc1ccc(C(F)(F)F)cc1,·,-4%,·,-9%
O=C(Cc1ccccc1)Nc1ccc(-c2nnc(-c3ccco3)o2)cc1,-9,-1%,-27,·
CN(C)C(=O)Nc1cnc2ccccc2c1,3,-5%,4,9%
Cc1ccc(-n2nc(C)c(C3(O)C(=O)N(C)c4ccccc43)c2N)cc1 (stereo not given),-1,0%,-5,·
N/C(=N\OC(=O)Cc1ccc(-c2ccccc2)cc1)c1ccccn1,?,2%,?,·
CCCCNc1oc(-c2cccs2)nc1S(=O)(=O)c1ccccc1,14,-5%,22,-14%
Cn1c(=O)n(C)c2cc(S(=O)(=O)NCc3ccco3)ccc21,7,0%,7,-3%
COC(=O)c1sc(N2C(=O)C(O)=C(C(=O)c3ccc(C)o3)C2c2ccc(F)cc2)nc1C (stereo not given),?,-6%,17,?
CC(=O)C1=C(C)OC(N)=C(C#N)C1c1cc2cc(C)c(C)cc2nc1Cl (stereo not given),-1[1.84 µM],-2%,18,5%[11.4 µM]
C=CCn1c(SCC(=O)c2[nH]c(C)c(C(=O)OCC)c2C)nc2scc(-c3ccccc3)c2c1=O,·,0%,?,·
COc1ccc(C(C(=O)NC2CCCC2)N(Cc2ccccc2)C(=O)c2nsc(Cl)c2Cl)cc1 (stereo not given),-7[1.84 µM],-5%,15,7%[11.4 µM]
O=C(c1ccc(Br)o1)N1CCN=C1SCc1cccnc1,1,4%,?,6%
Cc1ccc(OCC(=O)N2CCCCC2)c(Br)c1,-14,-2%,45,3%
Cc1ccc2nc(NC(=O)CCCc3nc4ccccc4s3)sc2c1,2,-2%,3,22%
O=C(Cc1cccs1)OCC(=O)c1ccco1,-1,-8%,-16,1%
Cc1ccc([N+](=O)[O-])cc1N,·,-3%,·,1%
CCN(CC)c1ccc(/C=N/NS(=O)(=O)c2ccc(C)c([N+](=O)[O-])c2)cc1,2,-7%,?,·
CCC(C)(C)n1nnnc1C(c1cc2cc(OC)ccc2[nH]c1=O)N1CCc2ccccc21 (stereo not given),3,0%,?,1%
O=C(Nc1ccon1)c1cc(-c2ccccc2)nc2ccccc12,-8,-10%,240,·
C=CCN1C(=O)C(Cc2ccc(Br)cc2)S/C1=N\N=C\c1ccco1 (stereo not given),9,-4%,-27,-8%
COc1ccc(S(=O)(=O)NC(C)C(=O)Nc2ccccc2F)cc1 (stereo not given),8,-4%,?,-2%
Cc1ccc(S(=O)(=O)c2cccc(S(=O)(=O)N3CCCC3)c2)cc1S(=O)(=O)N1CCCC1,15,-3%,-21,-9%
Oc1oc(-c2ccccc2)nc1C=NCc1ccccc1,6,-10%,32,-1%
Cc1ccc(C(=O)c2cnc3cc4c(cc3c2S(=O)(=O)c2ccccc2)OCCO4)cc1,-2,-5%,2,·
O=C1CC(SCc2nc3ccccc3[nH]2)C(=O)N1c1cccc(Cl)c1 (stereo not given),-5,6%,?,-5%
Cc1ccc(S(=O)(=O)N(CC(=O)Nc2cccc([N+](=O)[O-])c2)C2CCCCC2)cc1,2,-4%,-23,-6%

# High-throughput results (PubChem BioAssay)
